Bioassay records: PubChem, several laboratories
Ecoli WT expand = E. coli BW25113 growth inhibition, expanded screen; AID 710; 98,000 compounds, 0.15% hits; growth inhibition, % at 100 µM; OD600 absorbance;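 active means growth inhibition above about 50% at one test dose, limit read from the data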;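 further: growth measured after 20 h incubation at 37 °C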
Lung fibro prol = blocks proliferation of human lung fibroblasts | LL 47 human lung fibroblast viability, ATP luminescence; active compounds read low | 85,000 compounds, 1.1% hits | viability, % at 10 µM;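 active means viability at or below 50% in the single dose screen; inactive means viability above 50%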;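 further: compound exposure lasted 72 h before the ATP readout; 100% = median luminescence of untreated cell-only wells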
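Test system: LL 47 human lung fibroblasts; Quantity: 1,150 cells/well; Buffer or medium: IMEM plus 15% FBS; Dosing: tenfold compound dosing solution, DMSO at 0.1%; Timing: overnight cell rest, 72 h compound treatment at 37 °C; Detection: ATP-based CellTiter-Glo luminescent readout; Read-out basis: viability percentage against median untreated-cell control; Controls: cell-only wells, no compound.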
H69AR inhibit = blocks growth of human H69AR lung tumor cells; 85,000 compounds, 6% hits; AID 598; H69AR lung tumor viability, ATP luminescence, 72 h; active compounds read low; viability, % at 10 µM;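 active means viability at or below 40%; inactive means viability above 40%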;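 further: multidrug resistant small cell line overexpressing MRP-1 efflux transporter; 100% = mean luminescence of untreated control wells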
HUVEC prolif 384 = human endothelial cell proliferation inhibition. HUVEC proliferation, CellTiter-Glo luminescence, 72 h; active compounds read low. 86,000 compounds, 1.1% hits. AID 648. viability, % at 10 µM (by protocol);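 active means viability at or below 30%; inactive means viability above 30%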;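 further: 100% = median luminescence of DMSO-only cell control wells on each plate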
PostGolgi yeast = growth inhibition of a yeast mutant, post-Golgi transport screen; post-Golgi transport phenotypic cell assay; inhibition, % at 10 µM; 98,000 compounds, 0.9% hits;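 further: yeast cells grown in 1536-well plates; yeast grown about 18 h at 30C before absorbance read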
S1P2 antag = S1P2 (human) receptor antagonism; cell-based S1P2 antagonist assay, inhibition at 5 uM; 97,000 compounds, 0.21% hits; inhibition, % at 5 µM; AID 736; in the data active means inhibition above about 45%;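 further: CRE beta-lactamase reporter cells expressing human S1P2 stimulated with S1P; 0% = agonist at EC80 alone and 100% = agonist plus reference antagonist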
Target sequence (O95136 whole entry, looked up): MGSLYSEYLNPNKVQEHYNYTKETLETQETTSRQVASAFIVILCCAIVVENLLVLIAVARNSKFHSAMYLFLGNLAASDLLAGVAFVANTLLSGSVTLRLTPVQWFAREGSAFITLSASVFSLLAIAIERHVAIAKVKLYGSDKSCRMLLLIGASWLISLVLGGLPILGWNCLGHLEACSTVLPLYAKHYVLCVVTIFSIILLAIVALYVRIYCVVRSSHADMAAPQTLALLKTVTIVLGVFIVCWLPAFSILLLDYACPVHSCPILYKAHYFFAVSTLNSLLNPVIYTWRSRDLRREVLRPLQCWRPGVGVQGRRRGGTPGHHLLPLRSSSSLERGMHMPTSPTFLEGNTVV
S1P2 agonist = activates the human S1P2 receptor | O95136 | S1P2-expressing cell line, agonist reporter read-out | activation, % at 4.5 µM | 97,000 compounds, 0.46% hits | AID 729; in the data active means activation above about 16%;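 further: 0% = vehicle low control and 100% = maximal reference agonist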
DAT uptake mod = modulates human dopamine transporter uptake under cocaine; LLC-PK1 hDAT cells, [14C]-dopamine uptake with cocaine IC80; actives deviate in either direction; AID 449768; 110,000 compounds, 1.3% hits; B-score at 10 µM;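 active means Z score or B-score, a plate-position-corrected score, falls beyond the plate's 99.7% confidence bounds, in either direction; inactive means both scores lie inside the 99.7% bounds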;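 further: scored against the spread of the other compound wells on the same plate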
Target sequence (Q01959 whole entry, looked up): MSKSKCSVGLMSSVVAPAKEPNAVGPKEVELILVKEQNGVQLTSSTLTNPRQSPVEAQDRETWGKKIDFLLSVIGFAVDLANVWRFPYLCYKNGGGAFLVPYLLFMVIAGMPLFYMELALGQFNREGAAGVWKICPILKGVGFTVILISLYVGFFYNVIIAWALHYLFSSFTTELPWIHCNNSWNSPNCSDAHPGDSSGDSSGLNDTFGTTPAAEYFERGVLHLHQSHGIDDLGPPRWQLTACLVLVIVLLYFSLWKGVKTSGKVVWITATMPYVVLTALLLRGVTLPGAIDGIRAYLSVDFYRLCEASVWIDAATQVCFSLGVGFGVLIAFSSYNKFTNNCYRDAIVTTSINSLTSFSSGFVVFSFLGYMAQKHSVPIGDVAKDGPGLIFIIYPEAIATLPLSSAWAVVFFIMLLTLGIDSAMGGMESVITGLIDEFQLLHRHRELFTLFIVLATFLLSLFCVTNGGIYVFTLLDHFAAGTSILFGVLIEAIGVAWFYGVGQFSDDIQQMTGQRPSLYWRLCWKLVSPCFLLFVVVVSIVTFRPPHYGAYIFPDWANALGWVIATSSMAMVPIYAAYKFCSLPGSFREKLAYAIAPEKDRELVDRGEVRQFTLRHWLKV
PostGolgi ctrl = growth of the yeast control strain, post-Golgi counter-screen; AID 738; efflux-deficient yeast background strain, growth absorbance A615, 16 h; 98,000 compounds, 5% hits; inhibition, % at 10 µM
Active calls of the source: *; / = not tested or not shown; & = joins results of further samples. Unless noted, no stated cut-off is given here; in the data, active means inhibition above about 30%; inactive means the rest.

Results follow in this order: Ecoli WT expand	Lung fibro prol	H69AR inhibit	HUVEC prolif 384	PostGolgi yeast	S1P2 antag	S1P2 agonist	DAT uptake mod	PostGolgi ctrl
1: O=C1c2ccccc2NC(c2ccc3c(c2)OCCO3)N1c1ccc2c(c1)OCCO2 (configuration not stated)
    -10.0	107.9	80.9	96.4	-6.3	/	/	1.11	4.8
2: CCCOc1cccc(OCCSc2nc(C)cc(=O)[nH]2)c1
    -5.0	88.4	93.7	105.4	0.3	-4.8	-1.2	/	10.6
3: c1ccc(-c2cccc(-c3ccccn3)n2)nc1
    68.0*	29.1*	8.8*	10.0*	2.6	-8.4	4.2	1.52	18.9
4: O=C(Nc1ccc(F)cc1)C1CCC(N2C(=O)c3ccccc3C2=O)CC1 (configuration not stated)
    -19.0	95.6	69.3	79.5	-0.6	11.9	-7.1	-0.603	-7.3
5: CCOC(=O)C1=C(C)SC2=NS(=O)(=O)CCN21
    5.0	101.6	96.6	96.7	-4.8	13.9	-3.2	-0.478	2.0
6: O=c1cc(N2CCc3ccccc3C2)[nH]c(=O)n1-c1ccc(Br)cc1
    -7.0	/	/	/	2.2	29.9	-3.7	0.379	10.0
7: OCC1(c2cc(C(F)(F)F)n[nH]2)CCCCC1
    5.0	96.3	104.3	103.8	9.6	4.8	-3.3	-0.00814	3.1
8: CCc1ccc(NC(=O)N(CCN2CCOCC2)Cc2ccc3c(c2)CCCN3CC)cc1
    7.0	97.0	89.0	90.6	-3.4	5.0	-3.3	0.455	-4.4
9: CCCN1CCN(C(c2cc3cc4c(cc3[nH]c2=O)OCO4)c2nnnn2C(C)(C)C)CC1 (configuration not stated)
    -8.0	99.1	72.2	88.9	0.7	7.5	-0.6	-0.418	9.7
10: Nn1c(SCC(=O)Nc2ccccc2)nnc1-c1cccnc1
    -10.0	95.8	100.0	102.3	1.0	11.7	2.0	-1.54	9.2
11: O=C(C1CCCN(c2nnc(-n3cccc3)s2)C1)N1CCN(c2ccccc2)CC1 (configuration not stated)
    -9.0	/	/	/	-1.5	23.1	-1.4	0.148	41.1*
12: CC(C)(C)c1ccc(OC(=O)Cn2c(C(F)(F)F)nc3ccccc32)cc1
    -1.0	/	/	/	-4.2	-5.0	-1.4	/	0.1
13: COc1cccc(OC)c1C(=O)NC(C)c1ccccc1 (configuration not stated)
    /	98.0	99.9	93.0	/	-6.3	-1.0	-0.726	/
14: Cc1nn(CCC(=O)NNC(=S)NCC(C)C)c(C)c1Br
    1.0	/	/	/	6.7	3.0	2.7	0.391	2.2
15: CCN(CC)c1ccc2c(c1)C(=O)N(C)C2=O
    4.0	101.7	87.9	107.2	-0.5	-13.2	-2.2	-0.158	6.0
16: Cc1nnsc1-c1nc2ccccc2[nH]1
    9.0	93.1	91.0	95.4	7.5	-15.6	-3.2	0.425	7.7
17: Oc1ccc(-c2[nH]nc(-c3ccccc3)c2-c2nc3ccccc3[nH]2)cc1
    -7.0	/	/	/	-0.3	10.2	-1.7	0.039	10.4
18: Cc1ccccc1-n1nc(C)c2cc(C(=O)N3CCN(S(=O)(=O)c4ccc(Cl)cc4)CC3)sc21
    -12.0	95.7	53.7	78.6	-0.8	9.3	-7.4	-0.802	22.9
19: CN1CCN(P(=O)(c2ccccc2)c2nc3ccccc3s2)CC1 (configuration not stated)
    -1.0	91.5	90.7	99.3	15.2	-1.2	-8.3	-0.326	4.7
20: COc1ccc(C(C#N)Nc2ccc(C)cc2)cc1 (configuration not stated)
    3.0	94.7	89.5	77.1	6.5	-24.7	-0.3	-0.673	1.8
21: O=C(NCCn1cc(SCC(=O)N2CCOCC2)c2ccccc21)c1ccccc1
    11.0	88.6	82.5	90.0	-3.8	/	/	0.121	-2.4
22: CN(CCOc1ccccc1)S(=O)(=O)c1ccc2oc3ccccc3c2c1
    -27.0	/	/	/	-1.7	19.0	-4.6	-0.787	18.1
23: O=C(Oc1cc(=O)oc2ccccc12)c1ccco1
    -10.0	98.9	90.2	94.3	16.1	15.4	-1.6	0.516	-2.2
24: COC(=O)NCCOc1cc(C)ccc1C
    5.0	99.1	77.0	95.2	-10.9	9.9	-0.8	-0.349	12.6
25: COc1ccc(Cc2nnc(NC(=O)C3CCCO3)s2)cc1OC (configuration not stated)
    -4.0	95.9	107.3	103.2	-0.5	-11.6	-3.2	0.078	-4.7
26: CCSc1ncc(Cl)c(C(=O)Nc2ccc(S(=O)(=O)Nc3onc(C)c3C)cc2)n1
    -2.0	98.3	98.0	104.7	-2.1	21.6	-4.5	-0.389	2.7
27: CC(C)n1c(NCCc2ccccc2)nc2c1c(=O)n(C)c(=O)n2C
    /	101.8	95.5	90.4	/	27.8	-3.4	1.03	/
28: COC(=O)c1noc(-c2ccc(C)cc2)n1
    1.0	104.2	96.4	98.7	-3.4	1.8	-1.9	-0.362	-0.2
29: Cc1cccc(-c2nnc(-c3ccc(N)cc3)o2)c1
    -8.0	100.4	72.8	80.9	-0.9	-9.1	-7.1	0.215	4.6
30: N#Cc1c(/N=C/C=C/c2ccccc2)sc2c1CCCC2
    -4.0	/	/	/	4.2	9.2	-5.8	1.06	4.7
31: Cc1cc(=O)[nH]c(SCC(=O)O)c1C#N
    -8.0	102.4	90.0	101.0	10.7	17.1	-7.1	-0.368	27.1
32: CCn1c(CNc2ccc(C)cc2)nnc1SCC(N)=O
    /	96.3	104.5	101.6	/	3.8	-5.0	-0.441	/
33: CCOC(=O)N1CCN(C(=O)C2CCN(S(=O)(=O)c3ccc(C)cc3)CC2)CC1
    3.0	103.5	95.7	97.6	-13.9	-22.7	-1.7	0.312	-2.3
34: CCOc1ccccc1-n1c(SCC(=O)N(C(C)C)C(C)C)nnc1-c1cccnc1
    2.0	102.0	87.1	94.7	-3.8	-2.6	-2.6	0.037	4.1
35: CCN(CC)C(=O)CSc1nc2nc(C)cc(C)c2c(=O)[nH]1
    -9.0	102.6	99.1	100.2	-4.2	-9.6	-3.3	0.142	7.1
36: COc1ccc(C(=O)NCC(=O)OCc2cccc(Br)c2)cc1
    3.0	/	/	/	-4.3	4.3	-4.7	0.641	9.4
37: CCCCc1ccc(Nc2ncnc3nc[nH]c23)cc1
    -1.0	101.0	50.3	77.1	-5.8	8.9	-4.0	/	60.1*
38: CCOc1ccccc1NC(=O)CCC(=O)O
    -1.0	100.5	104.2	98.3	1.0	17.6	-2.1	-0.347	9.3
39: Cc1c(CCO)c(=O)n(-c2ccccc2)n1S(=O)(=O)c1c(Cl)cc(Cl)cc1Cl
    7.0	100.0	99.1	93.3	0.3	2.9	-7.1	0.198	17.4
40: O=C(CSc1nnc(-c2ccncc2)n1-c1ccc(F)cc1)NC(=O)NCc1ccco1
    -3.0	101.8	95.1	101.4	1.3	2.1	-1.8	-0.757	7.4
41: O=C(CSc1nnc(Cc2ccccc2)n1-c1ccccc1)N1CCOCC1
    -1.0	108.8	100.1	91.3	0.5	0.4	-0.9	-0.64	-1.8
42: CN(CCCNC(=O)Cn1cc2c(n1)CCCC2)C1CCCCC1
    6.0	106.6	85.5	95.1	5.8	25.5	-3.5	-0.244	0.3
43: CCC(C)(C)n1nnnc1CN1CCSCC1
    0.0	101.5	102.2	93.3	17.4	8.5	-6.3	-0.133	10.2
44: Cc1cc(Nc2ccc(C)c(F)c2)n2ncnc2n1
    2.0	105.6	90.5	100.3	16.0	7.5	-3.9	-0.233	-2.0
45: CC(C)N(Cc1ccccc1)S(=O)(=O)N(C)C
    13.0	98.8	108.7	100.8	3.9	7.9	-2.5	-0.267	-2.2

Record cards, from the list above. Values in the order: Ecoli WT expand | Lung fibro prol | H69AR inhibit | HUVEC prolif 384 | PostGolgi yeast | S1P2 antag | S1P2 agonist | DAT uptake mod | PostGolgi ctrl
Record of O=C(CSc1nnc(Cc2ccccc2)n1-c1ccccc1)N1CCOCC1 = -1.0 | 108.8 | 100.1 | 91.3 | 0.5 | 0.4 | -0.9 | -0.64 | -1.8
Record of Cc1cc(Nc2ccc(C)c(F)c2)n2ncnc2n1 = 2.0 | 105.6 | 90.5 | 100.3 | 16.0 | 7.5 | -3.9 | -0.233 | -2.0

Further results follow.
Results follow in this order: Ecoli WT expand	Lung fibro prol	H69AR inhibit	HUVEC prolif 384	PostGolgi yeast	S1P2 antag	S1P2 agonist	DAT uptake mod	PostGolgi ctrl
46: ONC(=Nc1ccccc1)c1ccc(Cl)cc1
    21.0	/	/	/	8.8	8.1	-4.4	0.0427	17.3
47: C=C(C)COc1ccc2c(C)c(CC(=O)OC)c(=O)oc2c1C
    -3.0	89.7	87.7	112.0	104.4*	11.8	-6.7	-0.864	109.0*
48: CC(C)=CC1C(C(=O)Nc2ccc(Br)cn2)C1(C)C (configuration not stated)
    -6.0	100.1	72.6	116.9	-0.6	2.5	0.4	/	11.8
49: Cc1n[nH]c(C)c1-c1nc2ccccc2[nH]1
    18.0	102.6	83.1	83.2	3.7	-2.5	0.4	-0.617	3.0
50: CC(NC(=O)c1cccc(C(F)(F)F)c1)C1CCCO1 (configuration not stated)
    1.0	96.1	102.1	84.9	15.2	9.1	-4.5	-0.243	1.3
51: CC(C)c1cc(=O)oc2c3c4c(cc12)CCCN4CCC3
    1.0	72.0	70.6	82.3	12.7	/	/	-0.21	-1.1
52: COc1ccc(Cn2nnnc2C(c2ccc(N(C)C)cc2)N2CCC(C)CC2)cc1 (configuration not stated)
    7.0	99.8	83.0	101.7	-4.5	-15.5	-3.0	2*	-5.1
53: COc1ccccc1N1CCN(C(=O)CSc2ncccc2-c2nc3ccccc3[nH]2)CC1
    -12.0	89.6	44.5	101.3	-1.6	-26.4	-2.2	0.979&1.09	5.7
54: O=C(Cc1ccc(Br)cc1)N1CCN(c2ccc(F)cc2)CC1
    2.0	101.9	88.4	101.5	-3.6	4.5	-2.4	-0.0119	9.1
55: CC(C)Oc1ccc(C2CC(=O)N(c3ccc(N(C)C)cc3)C2=O)cc1 (configuration not stated)
    /	94.5	86.5	89.5	/	0.8	-2.9	0.374	/
56: O=C(NCc1cc(C(F)(F)F)cc(C(F)(F)F)c1)C12CN(Cc3ccccc3)CC1C(c1cccc([N+](=O)[O-])c1)=NO2 (configuration not stated)
    -7.0	/	/	/	-7.7	-6.7	-4.1	-0.298	0.1
57: Cc1cc(C(=O)N2CCCc3ccccc32)no1
    0.0	105.0	98.9	101.4	-3.0	0.6	-2.6	-1.01	3.9
58: CC1(C)CC(=O)CC(=NCC(=O)O)C1
    5.0	93.8	102.0	102.1	5.1	11.9	-4.6	0.0329	-2.0
59: Cc1cc(/C=N/n2cnnc2)c(C)n1-c1cccc(Cl)c1
    7.0	99.5	108.2	83.0	13.9	1.1	-6.1	/	6.8
60: COc1ccc(N2C(=O)CC(NC34CC5CC(CC(C5)C3)C4)C2=O)c(OC)c1 (configuration not stated)
    -1.0	92.4	89.5	105.8	1.1	-14.9	-10.1	1.01	7.9
61: N#Cc1ccccc1OCC(=O)Nc1c(C(=O)C2CC2)oc2ccccc12
    -6.0	83.9	7.6*	59.3	-2.4	-4.0	-2.9	-0.678	4.7
62: OCCOCCn1c(-c2ccccc2)nc(=S)c2c1CCCC2
    6.0	106.2	89.4	102.0	-8.8	/	/	0.418	-2.4
63: C=CCn1c(-c2ccc(OC)c(OC)c2)cs/c1=N\c1ccccn1
    -1.0	/	/	/	-0.2	-11.8	-5.1	0.886	16.1
64: Cc1cc(Cl)c(S(=O)(=O)N2CCN(c3ccc(F)cc3)CC2)cc1OCC(=O)NC1CCCCC1
    -10.0	93.8	36.1*	78.7	2.9	45.3	-9.2	0.00721	3.4
65: O=C(O)c1[nH]c2ccccc2c1CC(=O)N1CCOCC1
    4.0	97.4	87.5	95.8	0.3	13.9	-5.3	0.0343	10.7
66: CCCCn1c(SCC(=O)Nc2cc(C)on2)nc2ccccc2c1=O
    -13.0	101.4	103.0	104.8	7.4	-1.7	-8.7	-0.634	-5.3
67: CC(C)NC(=O)CN1CCN(c2ncccn2)CC1
    4.0	99.9	91.1	91.8	16.4	9.0	-13.7	-0.0321	2.6
